# Compound activity: PubChem, Broad Institute
# NSD2 inh = blocks human histone methyltransferase NSD2; inhibition, % at 12.5 µM; AID 743445; NSD2 peptide methylation, AlphaScreen, 120 min; 0.54% of 310,000 active; O96028; in the data active = inhibition above about 50%
# PfHsp90 set2 = growth inhibition of yeast expressing Plasmodium Hsp90; S. cerevisiae expressing PfHsp90, BacTiter-Glo ATP, 48 h; yeast lacking PDR1 and PDR3 efflux regulators; inhibition, % at 9.4 µM; 0.32% of 310,000 active;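 active = every replicate shows inhibition above about 80%, whatever the replicate mean, limit read from the data; inconclusive = mean inhibition reaches the set limit but some replicate falls short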;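 note: 0% = DMSO neutral controls and 100% = 20 µM radicicol positive controls; yeast relying on Plasmodium falciparum Hsp90 in place of its own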
# Rtt109 Vps75 = inhibitors of Candida albicans Rtt109/Vps75 histone acetyltransferase; Q5AAJ8; purified Rtt109/Vps75, ThioGlo CoA-SH fluorescence, 4 h; inhibition, % at 34.9 µM; 0.16% of 330,000 active; AID 540336;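 active = inhibition of at least 50% in every replicate; inconclusive = best replicate reaches 50% inhibition but some replicates fall short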
# PvdQ acylase = P. aeruginosa PvdQ acylase inhibition. 0.063% of 340,000 active. inhibition, % at 10 µM. purified PvdQ acylase, fluorescence plate reader; in the data active = inhibition above about 30%, passing the limit was not always enough; inconclusive = no clear call, values can overlap the other calls;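 note: 0% = vehicle neutral wells and 100% = reference inhibitor wells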
# CAL PDZ FP-1 = blocks peptide binding to human CAL PDZ domain. AID 504414. purified CAL PDZ, TMR-peptide fluorescence polarization, 1 h. 0.02% of 330,000 active. inhibition, % at 20 µM. Q9HD26;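 active = highest replicate inhibition of at least 40%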;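 note: plate controls were DMSO neutral control wells for no effect and unlabeled competitor peptide control wells for full effect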
#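 System: tagged CAL PDZ domain. Schedule: 1 h room-temperature incubation prior to read. Signal: fluorescence polarization (mP). Measure: percent inhibition from loss of millipolarization.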
# CAL PDZ FP-2 = CAL PDZ (human) peptide binding inhibition | Q9HD26 | purified CAL PDZ, TMR-peptide fluorescence polarization, 1 h | inhibition, % at 24.9 µM | AID 602252 | 0.92% of 300,000 active;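 active = mean inhibition of at least 30% with at least half of replicates also reaching 30%; inconclusive = no clear call, values can overlap the other calls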;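 note: 0% = DMSO neutral control and 100% = excess unlabeled competitor peptide PRC23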
# SR-BI uptake up = enhances SR-BI lipid uptake from DiI-HDL. CHO ldlA[mSR-BI] cells, DiI-HDL uptake fluorescence, 3 h; 100 = double the neutral-control signal. activation, % at 12.5 µM. 0.096% of 320,000 active;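 active = mean replicate activation of at least 60% and every replicate at or above 60%; inconclusive = mean or all-replicate condition met, but not both; inactive = mean below 60% and not all replicates reaching 60%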;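 note: 0% = median plate neutral-control signal and 100% = twice that signal; values of inactives mirror those of a sister screen read the other way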
#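 Test system: SR-BI-overexpressing, LDLR-lacking CHO cells; Also added: labelled HDL, 10 µg/mL; Measured by: bottom-read cell fluorescence after medium removal, ex 550/em 595 nm; Timing: 3 h uptake period with compound, 37 °C; Buffer or medium: F12, 0.5% BSA, 25 mM HEPES; Doses: single compound concentration, delivered by pin transfer.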
# dFosB act = activators of mouse delta FosB homodimer. purified delta FosB, TAMRA-CDK5 oligo fluorescence polarization; percent of positive-control signal above neutral wells. AID 493131. 0.99% of 340,000 active. P13346. activation, % at 25 µM;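 active = mean activation above about 17%, with every replicate also reaching it, limit read from the data, passing the limit was not always enough; inconclusive = only one of the two conditions met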;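 note: fluorescence polarization rise as delta FosB binds a TAMRA Cdk5 AP-1 oligo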
# MITF act = activators of MITF-driven TRPM1 promoter activity in SK-MEL-5 cells; 0.75% of 300,000 active; activation, % at 12.5 µM; SK-MEL-5 TRPM1-promoter luciferase, 24 h; % of positive control, neutral wells = 0; AID 588334;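 active = mean activation of at least 80% with every replicate also reaching 80%; inconclusive = mean reaches 80% but some replicate falls short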;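 note: 0% = neutral control wells and 100% = parthenolide positive control wells; values of inactives mirror those of a sister screen read the other way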
# SR-BI HDL uptake = mouse SR-BI HDL lipid transfer inhibition; 0.96% of 320,000 active; Q61009; ldlA[mSR-BI] CHO cells, DiI-HDL uptake fluorescence, 3 h; inhibition, % at 12.5 µM;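 active = mean replicate inhibition of at least 70% and a set share of replicates each scoring 70 or more; inconclusive = meets just one of the two criteria; inactive = fails both criteria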;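 note: 0% = median of neutral control wells and 100% = median of positive control wells; values of inactives mirror those of a sister screen read the other way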
# Starred values were filed as active, the others as inactive; i = inactive; ? = inconclusive; . = not tested or not shown.
# Order of results – CAL PDZ FP-1	NSD2 inh	PfHsp90 set2	MITF act	CAL PDZ FP-2	dFosB act	Rtt109 Vps75	SR-BI uptake up	SR-BI HDL uptake	PvdQ acylase
Clc1ccc2nc(N3CCNCC3)nc(-c3ccccc3)c2c1
→ -4.2	.	-15	16	-7	-23	i	20	-20	-3
Cc1cccc(S(=O)(=O)Nc2nc3ccccc3nc2OC(C)C)c1
→ -1.1	0	6	.	0	3	-3	5	-5	-11
O=C(COC(=O)COc1ccccc1)NC12CC3CC(CC(C3)C1)C2
→ -0.3	-6	5	2	-6	-7	1	46	-46	4
Cc1cc(C)c(S(=O)(=O)N(C)Cc2cnn(C)c2)c(C)c1
→ -0.3	9	-12	-8	-3	-1	-7	12	-12	-8
O=C(NC(=S)Nc1nc(-c2ccc(Br)cc2)cs1)c1cccnc1
→ -2.0	-1	.	39	-3	3	-1	-10	10	-15
Cc1ccccc1C(=O)c1cccn1CC(=O)N1CCCCC1
→ -0.6	0	-14	9	.	0	-1	5	-5	-3
Cc1nn(CC(=O)NCC2CCCO2)c(=O)c2cc3ccccc3n12 (stereo unspecified)
→ -1.9	1	11	-3	6	-1	-1	0	0	3
CCOc1ccc(C(=O)Nc2nnc(SCC(=O)NCC3CCCO3)s2)cc1OCC (stereo unspecified)
→ 0.7	1	-3	4	0	0	-1	-62	62	-7
COC(=O)Cn1cc(/C=C/[N+](=O)[O-])c2ccccc21
→ -1.4	2	-17	5	-4	-7	1	0	0	-10
CCN1/C(=c2/s/c(=C3/C(=O)N(c4ccccc4)N=C3C)n(CC)c2=O)C=Cc2ccccc21
→ -1.9	.	4	-7	-7	-1	-1	.	.	-16
CCOCCn1c(SCc2ccccc2)nc2c1c(=O)[nH]c(=O)n2C
→ -2.6	.	12	-6	.	-5	-7	-15	15	3
Cc1nnc(SCC(=O)N2N=C(c3ccc(Cl)cc3)CC2c2ccco2)[nH]c1=O (stereo unspecified)
→ -3.8	13	22	0	-5	-20	-5	4	-4	-9
Cc1cnc(NC(=O)c2ccc(-c3ccc([N+](=O)[O-])cc3)o2)s1
→ 0.7	0	15	19	-1	60*	-1	-5	5	-11
O=C(NCCc1ccccc1Cl)C1CCC(=O)N(CCCc2ccccc2)C1 (stereo unspecified)
→ -2.2	-1	7	0	-4	-5	1	-6	6	-3
CCCCN(CC)C(=O)Cn1ncc2c3ccccc3n(CCC)c2c1=O
→ .	-2	-3	3	-3	-14	-1	-59	59	-3
COc1cc(CN(C)Cc2cccc3ccccc23)cc([N+](=O)[O-])c1O
→ -0.2	38	-8	3	-7	2	5	22	-22	21
O=C(NNC1CC(=O)N(c2ccc(Cl)cc2)C1=O)c1ccco1 (stereo unspecified)
→ -2.5	-1	4	8	0	-7	2	20	-20	-12
Cc1ccc(OCCC(=O)OCC(=O)N2CCN(S(=O)(=O)c3ccc(Cl)cc3)CC2)cc1
→ -2.5	-1	.	-13	-3	-2	-3	-6	6	-14
Cc1[nH]nc(SCC(=O)Nc2cccc(O)c2)c1[N+](=O)[O-]
→ -3.2	-8	-2	8	-4	-4	-2	0	0	-12
COc1cc(S(=O)(=O)NC2CCCC2)c(OC)cc1C
→ 0.4	1	-21	2	.	4	8	0	0	-13
COc1ccc(CC(=O)N2CCN(c3ccccn3)CC2)cc1OC
→ -1.6	3	18	2	0	7	-4	7	-7	-1
COCCCN1C(=O)c2ccc(C(=O)NCc3ccccn3)cc2C1=O
→ -2.5	-5	2	6	-2	3	-37	-2	2	-10
COc1cc(S(=O)(=O)NC2CCCCC2)ccc1F
→ .	-3	-5	-3	-3	1	2	3	-3	-16
CC(=O)Nc1ccccc1OCC(=O)NC(C)c1ccc(F)cc1 (stereo unspecified)
→ 0.1	-4	-2	-8	3	3	2	-4	4	-10
O=C(Cn1c(=O)c2cccn2c2ccccc21)Nc1cc(F)ccc1F
→ -2.1	1	0	-7	1	14	5	-12	12	-15
Cc1cc(C(=O)N2CCCC(N3CCN(c4ccccc4C)CC3)C2)n(C)n1 (stereo unspecified)
→ -0.3	-1	-8	9	31*	-9	-1	-5	5	-11
O=C(NCCCn1ccnc1)c1nc(Cn2cc([N+](=O)[O-])cn2)no1
→ -1.7	-8	-7	2	-2	-1	-1	.	.	-13
CC(C)CNS(=O)(=O)c1cc2c3c(c1)CC(=O)N3CCC2
→ 0.0	-2	24	-8	-2	6	-8	5	-5	-12
CCCN(CC(=O)Nc1cc(C)on1)CC(=O)Nc1ccccc1C
→ -1.3	2	17	-4	-2	-6	-6	-2	2	-5
COCc1cc(Sc2ccc(Cl)cc2)nc(-c2ccccc2)n1
→ -0.7	19	18	.	.	-6	-5	-67	67	-12
COc1cc(C(=O)OCC(=O)NCc2ccc(F)cc2)cc(NC(=O)c2cccs2)c1OC
→ -2.1	0	5	8	-4	-4	14	-65	65	17
CC(=O)C(Sc1ccc2nnc(-c3ccc(C)cc3)n2n1)C(C)=O
→ -1.3	.	-9	-3	-6	-4	-2	41	-41	-12
COCCCNC(=O)/C(C#N)=C/c1cc(C)[nH]c1C
→ -1.8	0	23	9	-2	-3	-5	-8	8	6
CC(=O)c1c(C)oc2c1cc(NS(=O)(=O)c1ccc(C(=O)O)cc1)c1ccccc12
→ -3.8	6	22	-19	-7	-3	17	4	-4	25
Cc1cc(Cl)ccc1C(=O)C1CCCN(C(=O)c2cnn(C(C)C)c2)C1 (stereo unspecified)
→ -2.9	.	-42	3	-1	-2	-11	15	-15	-18
CC(O)CNCCOc1ccccc1-c1ccccc1 (stereo unspecified)
→ -1.1	0	7	-6	-3	-7	-8	-2	2	-17
COc1ccc(C(=O)CSc2nc(C)cc(=O)[nH]2)cc1C
→ -2.8	-1	43	6	-4	-15	2	.	.	-12
O=C(NCc1ccco1)c1ccc2c(c1)OCCO2
→ -0.6	-3	4	10	0	1	-3	-7	7	1
CCC1CCCCN1C(=O)COC(=O)c1ccc(S(=O)(=O)N2CCOCC2)cc1 (stereo unspecified)
→ .	-3	-6	11	0	-3	2	12	-12	3
O=C(NCCc1cccc(F)c1)[C@@H]1CSC2c3ccccc3C(=O)N21 (stereo partly specified)
→ -0.5	-1	-32	-9	-6	-3	8	-3	7	-17
CCCOc1ccc(Br)cc1/C=N/NC(=O)c1cc(OC)c(OC)c(OC)c1
→ -3.2	-3	-21	-9	-5	-7	-5	-76	76*	-7
Cc1ccc(S(=O)(=O)N2CCOCC2)cc1C(=O)NCc1ccc2c(c1)OCO2
→ -2.0	1	9	.	0	-3	-5	4	-4	-17
Cc1ccc(-c2nc3ncccn3c2NC2CCCC2)o1
→ -2.4	-6	7	5	-3	1	-1	-10	10	7
CC[C@]12c3[nH]c4ccc(Cl)cc4c3CCN1C(=O)[C@@H](CC(=O)NCCC1=CCCCC1)C[C@@H]2C(=O)N1CCN(C(=O)c2ccco2)CC1
→ 0.2	.	-6	-12	0	-7	5	-34	34	-17
Cc1ccc(SCCC(=O)Nc2cc(C)on2)cc1
→ -0.5	3	11	1	-4	2	-6	17	-17	-11
Cc1cccc(C)c1OCc1cc(C(=O)N2CCCC2c2nonc2C)no1 (stereo unspecified)
→ -2.5	6	20	4	11	-7	29	-16	16	5
O=C(CCC(=O)NC1CCCCCCC1)Nc1nnc(C(F)(F)F)s1
→ -0.9	-2	.	2	-1	-7	-2	13	-13	6
Cc1ccccc1OCc1nc2c3c(ncn2n1)-c1ccccc1CC31CCCC1
→ -0.3	1	-10	4	-3	-11	0	-15	15	-13
N=c1n(CCN2CCOCC2)c2ccccc2n1CC(=O)c1ccc(Cl)c(Cl)c1
→ -0.4	-2	.	.	-1	-10	14	-33	33	-8
COc1ccc(OC)c(C(=O)c2c(C)oc3cc([N+](=O)[O-])c(O)c([N+](=O)[O-])c23)c1
→ -0.4	5	-11	4	0	1	5	11	-11	0

# Later entries
# Order of results – CAL PDZ FP-1	NSD2 inh	PfHsp90 set2	MITF act	CAL PDZ FP-2	dFosB act	Rtt109 Vps75	SR-BI uptake up	SR-BI HDL uptake	PvdQ acylase
Cc1ccc2nc(-c3ccc(NC(=O)COC(=O)c4ccc(=O)[nH]c4)cc3)sc2c1
→ -0.9	-4	-156	10	-2	?	2	-51	51	-16
CCn1c(CNC(=O)c2ccc(OC)cc2)nnc1SCC(=O)c1ccccc1
→ -0.4	-6	.	-8	-1	-3	-1	-27	27	-18
Cc1ccc(S(=O)(=O)CCC#N)cc1
→ 0.8	-3	9	9	-5	7	5	0	0	-5
CCn1c(CSc2nccn2C)nc2cc(C(=O)O)ccc21
→ 0.5	.	0	-11	-2	-55	-17	16	-16	-9
Cc1noc(C)c1NC(=O)Nc1ccc2c(c1)C(=O)N([C@@H](C)CO)C[C@@H](C)[C@@H](CN(C)Cc1ccc3c(c1)OCO3)O2
→ -0.5	.	-5	8	-3	-5	2	16	-16	-14
CCc1ccc(NC(=O)CN2CCC(C(=O)c3ccc(OC)cc3)CC2)cc1
→ -3.0	1	2	-15	0	-8	6	.	.	-12
CC(C)(Oc1ccc(Cl)cc1)C(=O)NCC(c1ccco1)N1CCCCC1 (stereo unspecified)
→ -1.9	12	16	-4	-3	5	-5	-3	3	-18
Cc1cc(C)n(CC(O)CN(c2cccc([N+](=O)[O-])c2)S(=O)(=O)c2ccccc2)n1 (stereo unspecified)
→ -2.4	-4	13	0	-3	3	-1	10	-10	-28
Cc1nc(N2CCN(C)CC2)c2cc(-c3ccccc3)sc2n1
→ -3.7	9	.	12	-6	0	-1	-24	24	-7
CCN1CCN(C(=O)/C=C/c2ccc(C(C)C)cc2)CC1
→ -0.5	6	1	.	.	5	4	3	-3	1
CCCCn1c(N)c(N(CC(C)C)C(=O)CSCC(=O)Nc2ccc(OC)cc2)c(=O)[nH]c1=O
→ 0.5	-2	.	13	-5	-10	-2	-16	16	0
CC1(C)C(C=C(Cl)Cl)C1C(=O)N1CCN(c2ccccc2)CC1 (stereo unspecified)
→ -2.6	-2	.	6	1	0	2	-20	20	-6
COc1ccc(Cc2nnc(SCC(=O)NC3CCCC3)o2)cc1
→ .	0	-18	4	-3	5	-1	18	-18	11
Cc1ccc(S(=O)(=O)NNC(=O)c2cc(C)cs2)cc1
→ -0.6	0	-12	.	-1	10	1	9	-9	-14
COC(=O)CN(c1ccc(C(C)C)cc1)S(=O)(=O)c1c(C)[nH]c(=O)[nH]c1=O
→ -0.3	.	15	-2	0	-8	2	.	.	-8
Cc1cccc(NC(=O)CNC(=O)c2cn(Cc3ccccc3)nc2-c2cccnc2)c1C
→ -2.6	0	8	-3	-5	-5	.	.	-30	1
COc1ccccc1NS(=O)(=O)c1cc(C(=O)NCCN2CCOCC2)ccc1Cl
→ 3.7	-3	-29	-3	-3	1	-2	-6	6	-8
